From PubChem BioAssay
KDM4C inh – blocks human GASC-1 (KDM4C) demethylase activity; inhibition, % at 12.5 µM; Q9H3R0; hit rate 0.15% among 96,000; GST-KDM4C 2-372, H3K9me3 peptide, LANCE TR-FRET; AID 720574;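 active = mean replicate inhibition above about 25%, with at least 55% of replicates also reaching it, limit read from the data, passing the limit was not always enough; inconclusive = only one of those two conditions met; inactive = neither condition met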
Target sequence (Q9H3R0 2-372 limits assumed): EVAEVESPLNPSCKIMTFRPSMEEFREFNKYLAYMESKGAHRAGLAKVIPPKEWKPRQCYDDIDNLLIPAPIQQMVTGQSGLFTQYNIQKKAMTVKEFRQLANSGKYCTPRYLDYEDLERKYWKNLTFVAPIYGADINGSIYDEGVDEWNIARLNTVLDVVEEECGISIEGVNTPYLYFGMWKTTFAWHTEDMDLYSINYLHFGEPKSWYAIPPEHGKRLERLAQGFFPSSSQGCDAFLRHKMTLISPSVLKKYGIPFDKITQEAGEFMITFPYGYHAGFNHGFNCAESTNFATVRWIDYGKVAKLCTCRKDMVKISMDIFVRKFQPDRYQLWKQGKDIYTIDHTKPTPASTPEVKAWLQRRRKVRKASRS
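Test system – GST-tagged GASC-1 (JMJD2C) catalytic fragment, aa 2-372 · Medium – HEPES buffer, pH 7.5, plus ascorbate · Reagent – H3K9me3 peptide with Fe(II)/2OG · Compound – one test concentration per compound · Timing – 30 min reaction, 60 min detection, RT · Technique – TR-FRET with Eu antibody and ULight streptavidin, EDTA stop · Read-out basis – inhibition from TR-FRET ratio decrease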
T cruzi growth – inhibitors of T. cruzi proliferation; T. cruzi beta-gal in NIH3T3, GalScreen luminescence, 90 h; inhibition, % at 8.34 µM; hit rate 5.9% among 77,000;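 active = mean inhibition above about 93%, with at least 55% of replicates each passing it, limit read from the data, passing the limit was not always enough; inconclusive = only one of those two conditions holds; inactive = neither condition holds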
C diff HTS – inhibitors of Clostridium difficile growth. hit rate 0.25% among 86,000. growth activity, negative = inhibition, % at 16 µg/mL (by protocol). AID 1259249. Clostridium difficile clinical isolate growth, OD600, 24 h; active compounds read low;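 active = mean growth activity at or below -80% and every replicate also at or below -80%; inconclusive = mean at or below -80% but some replicate above -80%; inactive = mean growth activity above -80%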;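 also: 0% = DMSO wells and -100% = levofloxacin 16 µg/mL wells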
Pf Dd2 growth – blocks growth of Plasmodium falciparum Dd2 parasites; P. falciparum Dd2 growth, SYBR Green, 72 h; active compounds read low; activity change, % at 10 µM; hit rate 2.3% among 94,000; in the data active = activity change below about -80%; inconclusive = no clear call, values can overlap the other calls
* = called active by the depositor; u = inconclusive; x = not tested or not shown; & = joins results of further samples.

Each structure is followed by: Pf Dd2 growth, T cruzi growth, KDM4C inh, C diff HTS
1) O=C(CCN1CCCCC1)NCC[C@@H]1CC[C@H](NC(=O)Cc2cccnc2)[C@H](CO)O1
  33, -43, -1.0, x
2) COc1ccc(NC(=O)N(C)C[C@@H]2OCc3ccccc3-c3c(n(C)c4ccccc34)C(=O)N([C@@H](C)CO)C[C@H]2C)c(OC)c1
  -78, 85, -0.1, -3
3) CO[C@@H]1CN(C)C(=O)c2cc(NC(=O)c3cccc(F)c3)ccc2OC[C@H](C)N(C(C)=O)C[C@@H]1C
  x, 73, -0.2, x
4) CN(C)C(=O)c1ccc(-c2ccc([C@@H]3[C@@H](C#N)N(C(=O)C4CCCCC4)[C@H]3CO)cc2)cc1
  -42, 92, 0.4, 6
5) C[C@@H]1CN([C@H](C)CO)C(=O)c2c(c3ccccc3n2C)-c2ccccc2CO[C@@H]1CN(C)C(=O)Nc1cccc(F)c1
  -53, 30, -2.5, x
6) O=C(C[C@@H]1CC[C@H]2[C@@H](COC[C@H](O)CN2CC2CCOCC2)O1)NCc1ccc(Cl)cc1
  4, -8, 0.0, -3&-3
7) COc1ccccc1-c1ccc2c(c1)O[C@@H](CN(C)S(=O)(=O)c1ccccc1)[C@H](C)CN([C@H](C)CO)S2(=O)=O
  -82*, u, x, 7
8) CCCNC(=O)Nc1ccc2c(c1)OC[C@H](C)N(C(=O)C1CC1)C[C@H](C)[C@@H](OC)CN(C)C2=O
  x, 93, 1.0, x
9) O=C(C1CCCC1)N1[C@H](CO)[C@@H]2c3ccccc3NC[C@@H]21
  3, x, -3.9, -5
10) CCC(=O)N1[C@@H]2Cn3c(ccc(C4=CCCC4)c3=O)[C@H]1[C@@H](C(=O)N[C@H](C)c1ccccc1)[C@@H]2CO
  -18, 67, -1.1, -1
11) O=C(N[C@H]1CC[C@H](CCNC(=O)C2CCC2)O[C@H]1CO)c1ccccn1
  6, x, -0.8, 0
12) COc1ccc(NC(=O)N(C)C[C@H]2Oc3ccc(NC(=O)CCN4CCOCC4)cc3C(=O)N([C@@H](C)CO)C[C@H]2C)cc1
  11, 1, -1.3, 0
13) COc1ccc(CN(C)C[C@@H]2Oc3ccc(NC(=O)Nc4c(C)noc4C)cc3CC(=O)N([C@H](C)CO)C[C@@H]2C)cc1
  -57, x, -2.1, 0
14) C[C@@H]1CCCCO[C@@H](CN(C)S(C)(=O)=O)[C@@H](C)CN([C@H](C)CO)C(=O)c2cc(NC(=O)c3ccncc3)ccc2O1
  61, 61, 5.1, 4
15) C[C@@H]1CN([C@H](C)CO)C(=O)c2cc(NC(=O)Nc3ccc4c(c3)OCO4)ccc2O[C@@H]1CN(C)S(C)(=O)=O
  16, -35, -0.7, x
16) C[C@H](CO)N1C[C@H](C)[C@@H](CN(C)Cc2ccccc2)OCCCC[C@H](C)Oc2ccc(NC(=O)Nc3ccccc3)cc2C1=O
  -4, x, 0.4, x
17) C[C@@H]1CN([C@H](C)CO)C(=O)c2c(c3ccccc3n2C)-c2ccccc2CO[C@@H]1CN(C)S(=O)(=O)c1ccccc1F
  -71, 87, -0.6, 1
18) CN(C)CC#Cc1ccc([C@@H]2[C@H](CO)N3CCCCN(S(=O)(=O)c4ccccc4F)C[C@@H]23)cc1
  -48, 103*, 2.6, 3
19) C[C@@H]1CN([C@@H](C)CO)C(=O)c2cc(NS(=O)(=O)c3cccs3)ccc2O[C@H]1CN(C)Cc1ccc(-c2ccccc2)cc1
  10, 67, -1.1, 9
20) O=C(Nc1ccc(F)cc1)N1CC(=O)N2[C@H](CO)[C@@H](c3ccc(C#Cc4ccc(F)cc4)cc3)[C@@H]2C1
  -48, x, -1.2, 4
21) CC(C)NC(=O)N[C@H]1CC[C@@H](CCNS(=O)(=O)c2ccc(F)cc2)O[C@H]1CO
  8, x, 0.0, 5
22) COc1ccc(S(=O)(=O)Nc2cccc3c2O[C@@H](CN(C)C)[C@H](C)CN([C@@H](C)CO)C3=O)cc1
  5, 82, 0.9, 0
23) CN(C)C(=O)C[C@H]1CC[C@H](NC(=O)NC2CCCCC2)[C@@H](CO)O1
  7, x, -0.2, 0
24) COC(=O)C[C@@H]1C=C[C@@H](NC(=O)Nc2ccc(C(F)(F)F)cc2)[C@@H](CO)O1
  1, 15, -0.5, x
25) Cc1noc(C)c1NC(=O)N1C[C@H](O)COC[C@H]2O[C@H](CC(=O)NCC3CC3)CC[C@@H]21
  x, -47, 2.7, -4&-7
26) O=C(C[C@H]1C[C@H]2c3cc(NS(=O)(=O)c4ccccc4)ccc3O[C@H]2[C@@H](CO)O1)N1CCCCC1
  -8, 39, -2.6, -3
27) CC(=O)N(C)C[C@H]1[C@@H](c2ccc(-c3ccc(C#N)cc3)cc2)[C@@H](CO)N1C(C)=O
  10, x, -1.3, -3
28) CCCC(=O)Nc1ccc2c(c1)C(=O)N(C)C[C@@H](OC)[C@@H](C)CN(C(=O)CC1CC1)[C@@H](C)CO2
  -43, 23, 0.0, -2
29) CN1[C@@H]2c3ccc(C4=CCCCC4)c(=O)n3C[C@H]1[C@H](CO)[C@H]2C(=O)N1CCCCC1
  6, 44, -0.2, -1
30) C[C@@H]1CCCCO[C@@H](CN(C)C(=O)C2CCCCC2)[C@@H](C)CN([C@H](C)CO)C(=O)c2cc(NC(=O)Nc3cccc4ccccc34)ccc2O1
  -72, 71, -0.7, 4

From no. 16 up to 30, copied from above:
Each structure is followed by: Pf Dd2 growth, T cruzi growth, KDM4C inh, C diff HTS
16) C[C@H](CO)N1C[C@H](C)[C@@H](CN(C)Cc2ccccc2)OCCCC[C@H](C)Oc2ccc(NC(=O)Nc3ccccc3)cc2C1=O
  -4, x, 0.4, x
17) C[C@@H]1CN([C@H](C)CO)C(=O)c2c(c3ccccc3n2C)-c2ccccc2CO[C@@H]1CN(C)S(=O)(=O)c1ccccc1F
  -71, 87, -0.6, 1
18) CN(C)CC#Cc1ccc([C@@H]2[C@H](CO)N3CCCCN(S(=O)(=O)c4ccccc4F)C[C@@H]23)cc1
  -48, 103*, 2.6, 3
19) C[C@@H]1CN([C@@H](C)CO)C(=O)c2cc(NS(=O)(=O)c3cccs3)ccc2O[C@H]1CN(C)Cc1ccc(-c2ccccc2)cc1
  10, 67, -1.1, 9
20) O=C(Nc1ccc(F)cc1)N1CC(=O)N2[C@H](CO)[C@@H](c3ccc(C#Cc4ccc(F)cc4)cc3)[C@@H]2C1
  -48, x, -1.2, 4
21) CC(C)NC(=O)N[C@H]1CC[C@@H](CCNS(=O)(=O)c2ccc(F)cc2)O[C@H]1CO
  8, x, 0.0, 5
22) COc1ccc(S(=O)(=O)Nc2cccc3c2O[C@@H](CN(C)C)[C@H](C)CN([C@@H](C)CO)C3=O)cc1
  5, 82, 0.9, 0
23) CN(C)C(=O)C[C@H]1CC[C@H](NC(=O)NC2CCCCC2)[C@@H](CO)O1
  7, x, -0.2, 0
24) COC(=O)C[C@@H]1C=C[C@@H](NC(=O)Nc2ccc(C(F)(F)F)cc2)[C@@H](CO)O1
  1, 15, -0.5, x
25) Cc1noc(C)c1NC(=O)N1C[C@H](O)COC[C@H]2O[C@H](CC(=O)NCC3CC3)CC[C@@H]21
  x, -47, 2.7, -4&-7
26) O=C(C[C@H]1C[C@H]2c3cc(NS(=O)(=O)c4ccccc4)ccc3O[C@H]2[C@@H](CO)O1)N1CCCCC1
  -8, 39, -2.6, -3
27) CC(=O)N(C)C[C@H]1[C@@H](c2ccc(-c3ccc(C#N)cc3)cc2)[C@@H](CO)N1C(C)=O
  10, x, -1.3, -3
28) CCCC(=O)Nc1ccc2c(c1)C(=O)N(C)C[C@@H](OC)[C@@H](C)CN(C(=O)CC1CC1)[C@@H](C)CO2
  -43, 23, 0.0, -2
29) CN1[C@@H]2c3ccc(C4=CCCCC4)c(=O)n3C[C@H]1[C@H](CO)[C@H]2C(=O)N1CCCCC1
  6, 44, -0.2, -1
30) C[C@@H]1CCCCO[C@@H](CN(C)C(=O)C2CCCCC2)[C@@H](C)CN([C@H](C)CO)C(=O)c2cc(NC(=O)Nc3cccc4ccccc34)ccc2O1
  -72, 71, -0.7, 4

(list continues)
Each structure is followed by: Pf Dd2 growth, T cruzi growth, KDM4C inh, C diff HTS
31) CC(C)C#Cc1cnc2c(c1)C(=O)N([C@H](C)CO)C[C@@H](C)[C@H](CN(C)S(=O)(=O)c1cn(C)cn1)O2
  21, -6, -0.6, 1
32) CC(C)CC#Cc1ccc2c(c1)O[C@@H](CN(C)Cc1ccccc1)[C@@H](C)CN([C@@H](C)CO)S2(=O)=O
  -67, 125*, 0.6, 22
33) C[C@H](CO)N1C[C@H](C)[C@@H](CN(C)C)Oc2ccc(NC(=O)Cn3cnnn3)cc2C1=O
  25, x, -1.9, 2
34) C[C@@H]1CN([C@H](C)CO)S(=O)(=O)c2ccc(/C=C/c3ccccc3)cc2O[C@@H]1CN(C)Cc1ccccc1
  -20, 82, -0.6, 9
35) CN(C)CC(=O)Nc1ccc2c(c1)[C@H]1C[C@@H](CC(=O)NCc3ccc4c(c3)OCO4)O[C@H](CO)[C@H]1O2
  20, 26, -3.7, 0
36) CC(C)C#Cc1cnc2c(c1)C(=O)N([C@@H](C)CO)C[C@H](C)[C@@H](CN(C)C(=O)Nc1cccc(F)c1)O2
  -54, x, -2.3, -22
37) O=C(C[C@H]1C=C[C@@H](NS(=O)(=O)c2ccc(F)cc2)[C@H](CO)O1)NC1CCCCC1
  -10, 9, -2.1, x
38) O=C(C[C@H]1CC[C@H]2[C@@H](COC[C@@H](O)CN2CCc2ccccc2)O1)NCCCN1CCOCC1
  2, 39, 0.6, 3&-6
39) C[C@@H]1CN([C@H](C)CO)C(=O)c2cc(NS(=O)(=O)c3ccc(F)cc3)ccc2O[C@@H]1CN(C)Cc1ccc(C(=O)O)cc1
  37, 14, 0.0, 0
40) C[C@H](CO)N1C[C@H](C)[C@H](CN(C)C(=O)Cc2ccccc2)Oc2cc(C#CC3CCCC3)ccc2S1(=O)=O
  -20, x, -0.2, 0
41) COc1ccc(CN(C)C[C@@H]2Oc3ccc(NC(=O)c4ccncc4)cc3C(=O)N([C@@H](C)CO)C[C@@H]2C)cc1
  -2, x, 2.9, -1
42) C[C@@H]1CCCCO[C@@H](CN(C)Cc2ccccc2)[C@@H](C)CN([C@H](C)CO)C(=O)c2cc(NC(=O)C3CCCCC3)ccc2O1
  10, 55, 0.4, 3
43) CCCN1C[C@@H](C)[C@@H](OC)CN(C)C(=O)c2cc(NC(=O)Nc3cccc(OC)c3)ccc2OC[C@H]1C
  x, 50, 3.1, x
44) C[C@H](CO)N1C[C@H](C)[C@H](CN(C)Cc2ccc(C(=O)Nc3ccccc3N)cc2)Oc2ccc(NC(=O)Cc3cn(C)c4ccccc34)cc2C1=O
  -80, 63, x, x
45) Cc1ccc(-c2ccc3c(c2)O[C@H](CN(C)C(=O)Nc2ccc(C(F)(F)F)cc2)[C@H](C)CN([C@@H](C)CO)S3(=O)=O)cc1
  -45, 73, -0.9, 1
46) C[C@@H]1CN([C@@H](C)CO)C(=O)Cc2cc(NC(=O)CCCCCC(=O)Nc3ccccc3N)ccc2O[C@@H]1CN(C)C(=O)Nc1ccccc1
  14, 18, -0.5, 1
47) C[C@H](NC(=O)C[C@@H]1C[C@H]2c3cc(NC(=O)NC4CCCCC4)ccc3O[C@H]2[C@H](CO)O1)c1ccccc1
  -26, 73, -0.7, x
48) C[C@H](CO)N1C[C@H](C)[C@H](CN(C)Cc2ccncc2)OCCCC[C@H](C)Oc2ccc(NS(=O)(=O)c3ccccc3)cc2C1=O
  4, 0, -0.5, 0
49) Cc1noc(C)c1S(=O)(=O)N(C)C[C@H]1OCCCC[C@H](C)Oc2ccc(N(C)C)cc2C(=O)N([C@@H](C)CO)C[C@@H]1C
  -37, 83, x, 1
50) C[C@@H]1CN([C@H](C)CO)C(=O)c2cc(Br)cnc2O[C@@H]1CN(C)C(=O)NC1CCCC1
  16, -11, x, 3
51) CCNC(=O)C[C@H]1CC[C@@H]2[C@@H](COc3ccc(NC(C)=O)cc3C(=O)N2C)O1
  -29, 46, -0.2, 11
52) Cc1noc(C)c1NC(=O)Nc1ccc2c(c1)CC(=O)N([C@H](C)CO)C[C@H](C)[C@@H](CN(C)C(=O)Nc1ccc3c(c1)OCO3)O2
  1, -10, 0.6, -4
53) CO[C@@H]1CN(C)C(=O)c2ccc(NS(=O)(=O)c3cccc(Cl)c3)cc2OC[C@H](C)NC[C@@H]1C
  7, 95, 0.0, x
